SENP7 inh: SENP7 protease inhibitors, primary screen, biochemical, luminescence, uHTS; Sentrin-specific protease 7 (Homo sapiens), Q9BQF6; recombinant SENP7, Z-RLRGG-aminoluciferin luminescence, 40 min; inhibition, % at 5 µM; 330,000 compounds, 1.5% hits; AID 434973, 2010;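 active means inhibition above about 50% at the single test dose, limit read from the data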;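 further: plate controls were DMSO with enzyme for no effect and no enzyme buffer wells for full effect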
PfG6PD inh: PfG6PD enzyme inhibitors, primary screen, biochemical, fluorescence intensity, uHTS | glucose-6-phosphate dehydrogenase-6-phosphogluconolactonase (Plasmodium falciparum 3D7) | PfGluPho enzyme, NADPH resazurin-diaphorase fluorescence | inhibition, % at 20 µM | 350,000 compounds, 0.78% hits | AID 504690, 2011;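 active means inhibition reaching at least a set limit at 20 µM in the primary screen, cut at about 59% in these data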;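 further: 0% = DMSO wells with substrate and 100% = DMSO wells lacking glucose-6-phosphate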
Apaf1 inhib: inhibitors of human Apaf-1 apoptosome, primary screen, biochemical, DEVD-Rh110 fluorescence, uHTS. Apoptotic protease-activating factor 1 (Homo sapiens), O14727. inhibition, % at 20 µM. reconstituted apoptosome caspase-3 activity. 330,000 compounds, 0.71% hits; active means inhibition of at least 40% at 20 µM;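 further: plate controls were DMSO wells for no effect and DEVD-CHO caspase inhibitor wells for full effect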
Target sequence (O14727 whole entry, looked up): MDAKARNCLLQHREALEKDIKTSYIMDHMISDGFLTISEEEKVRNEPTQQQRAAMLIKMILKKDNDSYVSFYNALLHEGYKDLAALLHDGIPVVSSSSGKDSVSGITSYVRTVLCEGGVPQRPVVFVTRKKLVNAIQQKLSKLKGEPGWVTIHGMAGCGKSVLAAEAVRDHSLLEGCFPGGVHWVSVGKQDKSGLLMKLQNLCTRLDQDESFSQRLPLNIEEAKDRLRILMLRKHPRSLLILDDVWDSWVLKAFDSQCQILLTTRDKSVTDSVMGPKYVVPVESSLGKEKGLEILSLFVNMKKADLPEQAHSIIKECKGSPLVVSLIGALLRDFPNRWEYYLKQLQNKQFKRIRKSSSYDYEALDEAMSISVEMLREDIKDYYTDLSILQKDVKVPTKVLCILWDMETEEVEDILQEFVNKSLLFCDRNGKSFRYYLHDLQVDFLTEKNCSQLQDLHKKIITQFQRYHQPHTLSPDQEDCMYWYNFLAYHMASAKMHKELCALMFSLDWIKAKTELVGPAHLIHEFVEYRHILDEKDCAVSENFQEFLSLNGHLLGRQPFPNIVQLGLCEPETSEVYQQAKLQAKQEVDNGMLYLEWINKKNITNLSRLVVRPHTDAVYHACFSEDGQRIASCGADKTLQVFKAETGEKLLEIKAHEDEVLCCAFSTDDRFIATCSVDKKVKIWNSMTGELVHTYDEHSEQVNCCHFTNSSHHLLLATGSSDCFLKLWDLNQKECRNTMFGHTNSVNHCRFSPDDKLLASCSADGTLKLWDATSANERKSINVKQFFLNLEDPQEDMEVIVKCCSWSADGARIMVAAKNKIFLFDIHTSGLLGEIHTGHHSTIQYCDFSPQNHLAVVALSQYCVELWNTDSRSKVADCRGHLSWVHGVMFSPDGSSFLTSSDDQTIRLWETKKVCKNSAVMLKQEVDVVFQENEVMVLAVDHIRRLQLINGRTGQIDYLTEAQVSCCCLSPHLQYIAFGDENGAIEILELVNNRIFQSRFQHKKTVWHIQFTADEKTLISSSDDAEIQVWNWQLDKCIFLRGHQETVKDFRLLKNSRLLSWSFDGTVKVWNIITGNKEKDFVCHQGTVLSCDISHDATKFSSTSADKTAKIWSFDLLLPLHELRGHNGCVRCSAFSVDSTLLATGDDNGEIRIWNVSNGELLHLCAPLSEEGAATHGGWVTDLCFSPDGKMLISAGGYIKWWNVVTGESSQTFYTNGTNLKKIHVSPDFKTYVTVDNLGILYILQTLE
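System: Apoptosome proteins | Medium: Hepes pH 7.5 with detergent and BSA | Also added: Cytochrome c trigger plus (Z-DEVD)2-Rh110 caspase-3 substrate | Incubation: 30 min compound preincubation, 50 min activation, room temperature | Detection: Rhodamine 110 fluorescence at Ex 480/Em 540 nm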
SENP8 block-1: SENP8 protease inhibitors, primary screen, biochemical, luminescence; purified SENP8, Z-RLRGG-aminoluciferin cleavage; Sentrin-specific protease 8 (Homo sapiens), Q96LD8; inhibition, % at 10 µM; AID 2540, 2010; 330,000 compounds, 1.2% hits; in the data active means inhibition above about 50%
SENP1 inh: human SENP1 catalytic domain inhibitors, primary screen, biochemical, FRET, uHTS | recombinant SENP1 catalytic domain, CyPet-SUMO1-YPet FRET cleavage | AID 624204, 2012 | inhibition, % at 10 µM | Sentrin-specific protease 1 (Homo sapiens), Q9P0U3 | 360,000 compounds, 0.21% hits;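 active means inhibition at least 30% at 10 µM, raw YFP signal under a set limit, fluorescence ratio 0.5 to 1.5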;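 further: 0% = enzyme with DMSO and 100% = no enzyme wells; some results filed as inactive read as strong as hits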
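System: Recombinant human SENP1 catalytic domain, His6-tagged | Incubation: Enzyme reaction for 50 min at room temperature, dark | Medium: Tris pH 8 with BME, BSA, NP40 and catalase | Also added: 25 nM SUMO1 FRET substrate | Compound: 10 µM single point, 0.5% DMSO | Measured by: FRET fluorescence in CFP and YFP emission channels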
HKDC1 inh: HKDC1 hexokinase inhibitors, primary screen, biochemical, fluorescence, uHTS; Q2TB90; recombinant HKDC1, G6PDH/diaphorase resazurin coupled fluorescence; inhibition, % at 20 µM; 340,000 compounds, 0.16% hits; AID 493160, 2011;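 active means inhibition above about 35% when tested at 20 µM, limit read from the data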;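 further: plate controls were DMSO wells with enzyme for no effect and DMSO wells lacking enzyme for full effect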
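Material: recombinant HKDC1 hexokinase; Amount: HKDC1 at 5 µg/mL; Medium: Tris pH 8.0 buffer with MgCl2, Tween-20, BSA, BME; Schedule: 90 min reaction incubation at room temperature, dark; Technique: coupled resazurin fluorescence, excitation 525 nm, emission 613 nm.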
SENP6 block: SENP6 protease inhibitors, primary screen, biochemical, luminescence, uHTS; Sentrin-specific protease 6 (Homo sapiens), Q9GZR1; Recombinant SENP6 catalytic domain, aminoluciferin luminescence; inhibition, % at 10 µM; 330,000 compounds, 1.8% hits;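 active means inhibition above about 50% at the single tested dose, limit read from the data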;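 further: plate controls were DMSO wells with enzyme for no effect and DMSO wells lacking enzyme for full effect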
SENP8 block-2: human SENP8 protease inhibitors, primary screen, biochemical, fluorescence, Nedd8 protein substrate, uHTS | 360,000 compounds, 0.64% hits | recombinant SENP8 | AID 602440, 2012 | Sentrin-specific protease 8 (Homo sapiens), Q96LD8 | inhibition, % at 20 µM; in the data active means inhibition mostly above about 40%, no sharp cut-off; inactive means mostly below about 27%
Starred values were filed as active, the others as inactive; · = not tested or not shown.

SMILES	SENP7 inh	PfG6PD inh	Apaf1 inhib	SENP8 block-1	SENP1 inh	HKDC1 inh	SENP6 block	SENP8 block-2
COC(=O)C1=C(CSc2nc3c(cc2C#N)CN(C)CC3)OC(N)=C(C#N)C1c1ccccc1F (stereo not drawn)	10	30	27	-3	-25	2	3	-264
O=C(NCc1ccccn1)C(=O)N/N=C/c1ccc2c(c1)OCO2	11	-6	1	3	2	-2	-18	-29
CSc1cc(-c2ccncc2)nc(-c2ccc(Cl)cc2)c1	1	15	7	5	2	4	-7	13
COc1ccc2[nH]c3c(=O)n(/N=C/[C@H]4C(C)C=C(C)CC4C)c(=O)[nH]c3c2c1 (stereo partly drawn)	-8	-4	0	-12	0	0	-14	-410
Cc1occc1C(=O)NCCCCNC(=O)c1ccoc1C	-4	1	-4	-1	-2	0	3	19
CSc1nc(S(C)(=O)=O)nc2[nH]c(=O)[nH]c12	·	10	·	·	2	-3	·	-30
C=CCNC(=S)NNC(=O)c1cc(C)nc2ccccc12	-1	3	-3	5	0	7	0	-9
O=C(O)c1ccc(Oc2cccc([N+](=O)[O-])c2)cc1C(=O)O	-4	-10	-10	6	1	-2	-17	13
Cc1ccc(S(=O)(=O)CCSc2n[nH]c(=O)n2-c2ccccc2)cc1	0	9	5	-1	2	-5	-8	8
Cc1cc(C)c(C)c(S(=O)(=O)Nc2ccc(C(=O)N3CCCC3)cc2)c1C	2	2	11	1	1	-3	-8	12
O=C(O)c1cccc(NC(=O)c2ccc3c(c2)C(=O)N(C2CCCCC2)C3=O)c1	97*	-7	2	93*	2	-3	95*	0
COc1ccc(CCc2nnc(N)s2)cc1OC	-2	-15	-1	7	-3	4	11	9
C=CCN=C(CC)C1=C(O)CCCC1=O	-12	-10	6	-16	-5	-8	-25	5
O=C(Nc1cccc2ccccc12)c1cc2c(cc1Br)OCO2	-1	-1	10	0	3	7	-8	14
Cc1nn(-c2ccc(F)cc2)c(Cl)c1/C=N/NC(=O)c1ccc(O)cc1	5	-21	2	2	2	-9	-6	8
Cc1csc(NC(=O)Cn2cnnn2)n1	-1	-15	-3	4	1	-2	5	15
NS(=O)(=O)c1ccc(NC(=S)Nc2ccc(Br)c(Cl)c2)cc1	2	9	-2	8	0	3	7	0
CCCCNC(=O)/C(C#N)=c1\s/c(=C\c2ccccc2OC(F)F)c(=O)n1CCCOC	-2	-16	-28	-1	-25	-4	-18	-84
C=CCSc1nc(NC)c2sccc2n1	-2	-6	-2	5	2	-3	-11	24
CCOc1ccc(NC(=O)Nc2ccc(Br)cn2)cc1	-4	5	2	-9	4	-4	-20	6
CC(C)c1ccc(C(=O)NNC(=O)c2n[nH]c(=O)c3ccccc23)cc1	-3	18	2	2	4	0	-12	5
COc1cccc(CN2CCN(C(=O)c3cccs3)CC2)c1OC	-11	1	10	-8	1	-8	-39	5
O=C(c1ccc(N2CCNCC2)cc1)c1cccnc1	1	11	8	-4	2	4	-22	5
Cc1ccc(NC(=O)C2CCN(S(C)(=O)=O)CC2)cc1Cl	7	-6	-1	-15	1	2	-16	28
CN(C)Cc1c(O)ccc2c(-c3ccccc3)cc(=O)oc12	-4	11	9	-10	-39	14	9	-279
SMILES	SENP7 inh	PfG6PD inh	Apaf1 inhib	SENP8 block-1	SENP1 inh	HKDC1 inh	SENP6 block	SENP8 block-2
Cc1ccc(CC(=O)N2CCN(C(=O)c3ccco3)CC2)cc1	10	6	5	3	-1	-8	-3	6
COc1ccc(O[C@@H]2O[C@H](COC(C)=O)[C@@H](OC(C)=O)[C@H](OC(C)=O)[C@H]2NC(C)=O)cc1	0	10	-5	-4	0	-9	-22	18
Nn1c(Cc2ccccc2)n[nH]c1=S	-5	19	-8	-1	0	-2	14	3
CCOC(=O)c1cnc2ncnn2c1N	2	15	-6	3	4	-17	15	14
CCO[C@H]1OC(C(=O)N2CCN(C)CC2)=C[C@@H](c2ccc(Br)cc2)[C@@H]1CCCO	-10	6	-2	-3	2	-3	1	12
CCOc1[nH]n(-c2ccccc2)c(=O)c1C=NCc1cccnc1	-1	10	-12	1	3	11	-12	21
COc1cc(C(=O)Oc2cc(N)n(S(=O)(=O)c3ccccc3)n2)cc(OC)c1OC	-12	2	10	-16	2	7	-28	18
CO/N=C(\N)c1nonc1N	-5	-10	0	-5	-2	0	-28	15
COc1ccccc1N1C(=O)c2cccc3cccc(c23)C1=O	8	-5	6	-6	1	-6	-27	13
Cc1ccc2cc(CN(C(=O)c3ccco3)c3cccc(C)c3C)c(=O)[nH]c2c1	-3	-3	3	4	-1	4	-4	-1
CCOC(=O)c1sc(-c2ccc(Br)cc2)cc1N	-4	19	16	-10	-6	-9	23	-172
COc1cccc(C2c3[nH]c4ccccc4c3C[C@H]3C(=O)N(c4ccccc4C(=O)N4CCCC4C(=O)O)C(=O)N23)c1 (stereo partly drawn)	4	0	2	-3	-18	-3	-4	-19
COc1ccc2[nH]c3c(c2c1)CCN1C(=O)C(CC(=O)NCCCN(C)C)C[C@H](C(=O)N2CCCCC2)[C@@]31CCc1ccccc1 (stereo partly drawn)	6	2	37	·	1	-5	·	16
NC(=O)Cc1ncc(C(F)(F)F)cc1Cl	-7	2	-5	-1	3	-12	-27	14
CC1(O)CC(=O)N(c2ccccc2)O1 (stereo not drawn)	9	5	-5	4	0	-1	12	13
O=C(C[n+]1ccc(/C=N/O)cc1)NC1CCCCC1	-3	-9	16	3	-5	-12	3	11
CCCCc1ccc(NC(=S)N2CCC(O)CC2)cc1	4	12	3	6	5	1	13	0
Nc1c(N(Cc2ccccc2)C(=O)COc2cccc(Cl)c2)c(=O)[nH]c(=O)n1Cc1ccccc1	3	7	5	10	-1	0	4	5
Cc1ccc(S(=O)(=O)c2cc3ccccc3oc2=Nc2ccc3c(c2)OCO3)cc1	-3	3	-2	4	1	0	-19	15
COC(=O)c1c(NC(=O)C2CC=CCC2C(=O)O)sc(C(N)=O)c1C (stereo not drawn)	4	3	-1	-1	-7	-4	18	-14
Cc1c(Cc2ccccc2)sc(NC(=O)C(C)(C)C)c1C(N)=O	6	33	1	1	-32	-15	20	8
O=C(c1cncc(Br)c1)N1CCN(S(=O)(=O)c2ccccc2C(F)(F)F)CC1	-12	12	6	-3	1	-6	-21	5
Cc1sc2nc(SCC(=O)O)[nH]c(=O)c2c1C	1	15	-2	-15	5	-13	-8	9
Cc1nn(C)c(C)c1CN(C)C(=O)CCCC(=O)O	4	5	6	6	0	1	-6	24
Cc1ccc(S(=O)(=O)N2CN(CC3CCCO3)c3nc4ccccc4nc32)c(C)c1 (stereo not drawn)	4	-7	0	1	-19	3	-1	-295
SMILES	SENP7 inh	PfG6PD inh	Apaf1 inhib	SENP8 block-1	SENP1 inh	HKDC1 inh	SENP6 block	SENP8 block-2
Cc1ccccc1OCC(=O)Nc1nnc(C2CCCCC2)s1	0	1	-13	-4	2	-2	-12	8
COCc1ccc(C(=O)NCC2(N3CCCCC3)CCCCC2)cc1	-1	2	-1	3	0	-7	15	31
CCc1ccc(NC(=O)CN(N=Nc2nonc2C)c2nonc2C)cc1	2	-14	1	4	0	0	15	11
CC1(C)CCC/C(=C\c2ccccc2)C1=O	-17	-4	6	-14	2	-3	-27	14
Cc1cc(NC(=O)c2ccccc2)n(C)n1	7	-5	-5	11	9	-5	-21	14
O=C(NCC1CCCO1)/C(=C/c1ccccc1F)NC(=O)c1ccccc1 (stereo not drawn)	1	-3	1	-2	2	-5	4	8
O=C1CC(NCC2CCCO2)C(=O)N1c1ccc(Cl)cc1 (stereo not drawn)	-14	-3	-4	-7	0	5	8	10
COc1ccc(N2C(=O)CCC(C(=O)NCc3ccccn3)C2c2ccc(OC)c(OC)c2)cc1 (stereo not drawn)	5	-2	-5	2	1	1	-13	1
CCN(CC)CCSc1nnc2c3cc(F)ccc3n(Cc3ccccc3)c2n1	7	1	6	4	-2	3	-4	8
COC(=O)c1ccc2[nH]c(C3(O)CCCCC3)c(C)c2c1	0	15	17	-11	-10	1	-22	-170
O=C(c1ccco1)N1CCCN(Cc2nc(-c3ccc4c(c3)OCO4)no2)CC1	8	-9	3	1	1	-4	-15	15
COc1ccc(C(=O)N/C(=C\c2ccccc2)C(=O)NC(CCSC)C(=O)O)cc1 (stereo not drawn)	13	-20	-27	7	-11	-6	2	22
CC(=O)Nc1ccc(NC(=O)C(C)n2nc(C)c([N+](=O)[O-])c2C)cc1 (stereo not drawn)	0	-5	-1	-1	-1	-1	-4	18
COc1cc(C(=O)OCCCN2CCCN(CCCOC(=O)c3cc(OC)c(OC)c(OC)c3)CC2)cc(OC)c1OC	3	-1	6	7	1	0	4	11
COc1ccc(C2C(C(=O)N3CCN(c4ccccn4)CC3)CCC(=O)N2c2ccc(OC)cc2)cc1 (stereo not drawn)	-7	2	-13	6	1	-7	-17	-20
COc1cccc(/C=N/NC(=O)c2cnccn2)c1O	1	-25	-10	-1	3	-24	3	20
CCOc1ccc(N=Nc2c(C)noc2C)cc1	0	-9	-7	1	2	1	-21	19
O=C(NCCCN1CCOCC1)c1cc2cc(Br)ccc2oc1=O	-2	-17	3	-1	-2	-5	-6	1
CCn1c(-c2cccnc2Cl)nc2cc(C)c(C)cc21	4	2	1	1	-4	-9	1	-32
CCCNC(=O)Nc1nnc(C2CC2)s1	5	4	-11	0	0	-5	-1	10
Cc1cc(NC(=O)c2ccc(Cn3cc([N+](=O)[O-])cn3)o2)no1	-13	0	-5	-10	1	-6	-79	-4
O=c1cc(-c2cccc([N+](=O)[O-])c2)[nH][nH]1	11	-9	68*	1	4	1	5	43*
Cc1ccc(CNC(=O)COc2ccc(S(=O)(=O)NC(C)C)cc2)cc1	-6	-16	7	-1	4	-9	-1	12
Cc1csc(NC(=O)Nc2cccc(Cl)c2)n1	6	41	14	-13	-2	-2	8	17

Exported with bars between the fields: entries from further up
mol | SENP7 inh | PfG6PD inh | Apaf1 inhib | SENP8 block-1 | SENP1 inh | HKDC1 inh | SENP6 block | SENP8 block-2
CO/N=C(\N)c1nonc1N | -5 | -10 | 0 | -5 | -2 | 0 | -28 | 15
COc1ccccc1N1C(=O)c2cccc3cccc(c23)C1=O | 8 | -5 | 6 | -6 | 1 | -6 | -27 | 13
Cc1ccc2cc(CN(C(=O)c3ccco3)c3cccc(C)c3C)c(=O)[nH]c2c1 | -3 | -3 | 3 | 4 | -1 | 4 | -4 | -1
CCOC(=O)c1sc(-c2ccc(Br)cc2)cc1N | -4 | 19 | 16 | -10 | -6 | -9 | 23 | -172
COc1cccc(C2c3[nH]c4ccccc4c3C[C@H]3C(=O)N(c4ccccc4C(=O)N4CCCC4C(=O)O)C(=O)N23)c1 (stereo partly drawn) | 4 | 0 | 2 | -3 | -18 | -3 | -4 | -19
COc1ccc2[nH]c3c(c2c1)CCN1C(=O)C(CC(=O)NCCCN(C)C)C[C@H](C(=O)N2CCCCC2)[C@@]31CCc1ccccc1 (stereo partly drawn) | 6 | 2 | 37 | · | 1 | -5 | · | 16

Assay outcomes as filed in PubChem.
